Source: PubChem
EPAC1 agonist: EPAC1 (human) agonism; AID 720707; O95398; Potency, µM (highest dose often 154 µM), for inactives: top-dose activation, actives largely listed as activators; EPAC1 agonist qHTS, biochemical assay; response scale: 100% = response to 6.5 mM cAMP; hit rate 0.073% among 360,000; further: potency means the concentration at half of the fitted maximal effect; nearly all actives have a fitted effect of over 60% in size
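Compounds were pinned as a concentration titration into mixtures of EPAC1 (100 nM), BODIPY-GDP-loaded Rap1B (250 nM) and GDP (50 uM). After 5 min at room temperature, fluorescence was followed for 30 min; activity was scaled to 6.5 mM cAMP.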
WRN inhibitor: blocks human WRN helicase; hit rate 0.46% among 360,000; Q14191; Potency, µM (highest dose often 114 µM), for the others: at the top dose activity change, negative = inhibition, hits mostly inhibitors; WRN helicase unwinding, fluorescent forked duplex, kinetic; further: potency means the concentration at half of the fitted maximal effect; on the % scale 0 is the no-effect control and ±100 the full control effect; nearly all actives have a fitted effect of over 55% in size
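WRN at 20 nM final preincubated with compound 15 min at room temperature; reaction started with 100 nM fluorophore/quencher forked duplex oligonucleotide and 2 mM ATP final. Unwinding followed kinetically by red fluorescence (ex 525, em 598 nm).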
PLK1 PBD inh: blocks phosphopeptide binding to human PLK1 polo-box domain. P53350. Plk1 PBD binding of FITC phosphopeptide, fluorescence polarization. Potency, µM, inactives show max response, negative = inhibition, usual class: inhibitors. hit rate 2.8% among 360,000; further: potency means the concentration at half of the fitted maximal effect; series mostly up to about 57 µM; on the % scale 0 is the no-effect control and ±100 the full control effect; nearly all actives have a fitted effect of over 65% in size
Target sequence (P53350 whole entry, looked up, the tested form may be a part): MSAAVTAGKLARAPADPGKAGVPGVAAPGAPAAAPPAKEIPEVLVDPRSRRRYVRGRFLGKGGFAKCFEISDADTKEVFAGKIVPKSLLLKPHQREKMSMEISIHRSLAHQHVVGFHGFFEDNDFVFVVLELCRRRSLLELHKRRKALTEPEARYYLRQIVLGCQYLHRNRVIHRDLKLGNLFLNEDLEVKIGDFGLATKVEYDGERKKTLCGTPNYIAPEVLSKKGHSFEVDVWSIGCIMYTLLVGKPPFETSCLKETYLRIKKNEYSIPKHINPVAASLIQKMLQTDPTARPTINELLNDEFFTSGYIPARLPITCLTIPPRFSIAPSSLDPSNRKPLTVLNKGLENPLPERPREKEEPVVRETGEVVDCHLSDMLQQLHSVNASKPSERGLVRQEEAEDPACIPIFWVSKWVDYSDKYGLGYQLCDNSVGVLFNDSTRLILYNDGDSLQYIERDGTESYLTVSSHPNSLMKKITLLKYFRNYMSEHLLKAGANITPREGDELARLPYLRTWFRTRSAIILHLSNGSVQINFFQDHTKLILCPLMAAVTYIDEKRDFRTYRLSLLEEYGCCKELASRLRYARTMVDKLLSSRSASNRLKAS
EPAC2 antag: blocks human EPAC2 exchange factor; Q8WZA2; EPAC2 GEF exchange of Rap1B-BODIPY-GDP, fluorescence; Potency, µM (titrated, usually from 114 µM), for the others: at the top dose activity, negative = inhibition, actives largely listed as inhibitors; hit rate 0.18% among 360,000; AID 720708; further: potency means the concentration at half of the fitted maximal effect; on the % scale 0 is the no-effect control and ±100 the full control effect; nearly all actives have a fitted effect of over 45% in size; many of its hits are not listed in these tables
MmCpn inh: blocks the Methanococcus maripaludis chaperonin Mm-Cpn. purified Mm-Cpn ATPase, ADP Transcreener TR-FRET. Potency, µM (titrated, usually from 76.9 µM), for the others: at the highest dose activity, negative = inhibition, usual class: inhibitors. hit rate 0.031% among 330,000. AID 504842; further: potency means the concentration at half of the fitted maximal effect; on the % scale 0 is the no-effect control and ±100 the full control effect; nearly all actives have a fitted effect of over 80% in size
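ATPase read-out: TR-FRET ADP immunoassay (anti-ADP Eu cryptate vs ADP-d2), ex 320 nm, em 590/665 nm; signal drops as ADP forms. Enzyme 25 nM, ATP 10 uM, 30 min at 37°C after 10 min compound preincubation.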
CCT modulator: changes cytosolic chaperonin activity. activity change, % (test concentration not listed), hits read low. hit rate 0.3% among 360,000. AID 651819. purified chaperonin ATPase assay, HTRF ADP detection, 30 min; in the data active means activity change below about -30%; further: on the % scale 0 is the no-effect control and ±100 the full control effect
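Enzyme 40 or 20 nM (batch-dependent) in Tris pH 7.4/KCl/MgCl2/DTT; cpd 76 uM single point; ATP 10 uM; 30 min 37 °C; Transcreener ADP HTRF detection, 30 min RT; ratio 665/615.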
EPAC1 antagonist: EPAC1 (human) antagonism; O95398; EPAC1 GEF assay, Rap1b-BODIPY-GDP exchange fluorescence; Potency, µM (series often up to 115 µM), for inactives: at the top dose activity change, negative = inhibition, actives largely listed as inhibitors; hit rate 0.14% among 360,000; AID 720709;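 further: potency means the concentration at half of the fitted maximal effect; plate controls were vehicle for no effect and positive control for full effect; nearly all actives have a fitted effect of over 50% in size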
PI5P4K alpha inh: inhibitors of human PI5P4K alpha; AID 652105; max response, %; PI5P4Kalpha enzyme, ADP-Glo luminescence, 60 min; active compounds read low; hit rate 1.2% among 330,000; active means max response of -50% or lower; inconclusive means between -30% and -50%; inactive means -30% or higher; further: value at the top dose of about 77 µM; on the % scale 0 is the no-effect control and ±100 the full control effect
Target sequence (P48426 whole entry, looked up): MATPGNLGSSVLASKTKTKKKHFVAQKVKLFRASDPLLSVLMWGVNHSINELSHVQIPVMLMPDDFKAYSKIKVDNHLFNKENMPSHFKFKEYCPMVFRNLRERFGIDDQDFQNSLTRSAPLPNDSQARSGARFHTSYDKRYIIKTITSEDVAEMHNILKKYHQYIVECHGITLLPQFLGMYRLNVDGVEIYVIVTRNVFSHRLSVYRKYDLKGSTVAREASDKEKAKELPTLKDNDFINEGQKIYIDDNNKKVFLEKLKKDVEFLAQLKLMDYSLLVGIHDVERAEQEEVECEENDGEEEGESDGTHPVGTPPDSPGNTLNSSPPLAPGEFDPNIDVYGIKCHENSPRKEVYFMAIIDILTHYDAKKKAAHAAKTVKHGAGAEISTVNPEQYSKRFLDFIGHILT
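Human PI5P4Kalpha with substrate in 0.038 M HEPES pH 7.4, 0.28 mM EGTA, 0.1% CHAPS, 5% DMSO; reaction started with 5 microM ATP (final), 60 min at room temperature. ADP formed read by ADP-Glo luminescence.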
An asterisk follows results filed as active; ? = inconclusive; nt = no result given; & = joins results of further samples; [ ] = another dose, or the depositor's remark. Unless noted, the call rests on the fitted dose curve; in most records, active means well fitted curve in the direction sought with a large enough effect; inconclusive means small, poorly fitted or top-dose-only effect, or another doubt; inactive means no such curve, though single readings can be large; an effect the other way counts as inactive or inconclusive.

Order of values: EPAC1 agonist	WRN inhibitor	PLK1 PBD inh	EPAC2 antag	MmCpn inh	CCT modulator	EPAC1 antagonist	PI5P4K alpha inh
Cc1[nH]c2ccc(C(=O)N3CCN(C)CC3)cc2c1C
 : -2%	2%	5%	1%	-1%	-1.0	-24%	1
Cc1cc(C)c2cc(C(c3nnnn3C3CCCC3)N3CCOCC3)c(=O)[nH]c2c1 (stereo not given)
 : 1%	7%	0%	9%	-1%	1.7	8%	nt
COc1cccc(C#Cc2ccc3c(c2)O[C@H](CN(C)C)[C@@H](C)CN([C@@H](C)CO)S3(=O)=O)c1
 : -10%	-2%	4%	-18%	nt	-0.3	-6%	4
CCCN(CCC)CCCNC(=S)Nc1ccc2nc(N3CCN(C)CC3)cc(C)c2c1
 : 3%	-21%	-7%	18%	0%	-2.8	-7%	4
COc1cccc(C2c3c(C)nn(-c4ccc([N+](=O)[O-])cc4)c3N=C3C(=O)Nc4ccccc4N32)c1 (stereo not given)
 : 24%	1%	-9%	-8%	0%	-2.9	10%	-16
Cc1ccc(C(=O)COC(=O)CN2C(=O)C3C4CCC(C4)C3C2=O)cc1C (stereo not given)
 : 0%	7%	-25%	-5%	1%	-3.1	4%	0
COc1ccc(NCCC#N)cc1
 : 4%	-4%[57.1 µM]	3%	3%	1%	-1.0	3%	nt
COc1ccc(Cl)cc1NC(=O)c1sc2nc(C)nc(N3CCOCC3)c2c1C
 : -9%	13%	-7%	-13%	0%	2.5	21%	1
Cc1ccc(C(=O)CSc2nc3ccccc3c(=O)[nH]2)cc1
 : 3%	-3%	0%	6%	1%	-1.3	2%	-4
CCOC(=O)C1CCN(c2ncnc3c2cnn3C)CC1
 : 3%	7%	-12%	7%	0%	-3.0	-7%	-10
CSc1ccccc1NC(=O)COc1nsnc1N1CCOCC1
 : 3%	-6%	-8%	-17%	1%	-1.7	-9%	-1
O=C(c1cnsn1)N1CCN(c2ccccc2)CC1
 : 1%	-2%	-7%	-8%	nt	-3.3	0%	2
CCOC(=O)C1(CCOC)CCN(Cc2nc(-c3cccs3)oc2C)CC1
 : -3%	11%	-12%	4%	3%	0.2	9%	-5
O=C(NCCCN1CCCC1)c1ccc(CSCc2cccc(Cl)c2)o1
 : 11%	7%	-13%	-4%	-3%	-5.7	2%	nt
COc1ccc(C(=O)NN)cc1
 : 1%	-3%	-3%	2%	3%	-2.2	-8%	5
COC1=CC(=O)OC(c2ccco2)C1 (stereo not given)
 : -1%	-3%	-13%	3%	nt	-0.5	-3%	5
C[C@H](CO)N1C[C@H](C)[C@H](CN(C)C(=O)NC2CCCCC2)Oc2ncc(Br)cc2C1=O
 : -9%	-5%	-4%	-11%	nt	-1.5	8%	2
Cc1cccc(NC(=O)c2ccc(S(=O)(=O)N3CCCCCC3)cc2)n1
 : 9%	2%	2%	2%	?	-2.0	-8%	3
COc1ccccc1C(NC(C)=O)c1cc(Cl)c2cccnc2c1O (stereo not given)
 : 3%	2%	-1%	5%	0%	1.4	30%[activator]	4
Cc1cccc(NC(=O)c2ccc(-n3ccnc3)nc2)c1
 : -2%	2%	2%	1%	-4%	0.0	-23%	nt
COCCN1CCn2c(nc3cc(Nc4nnc(C)c5ccccc45)ccc32)C1
 : -13%	-13%	-9%	-5%	-2%	-5.1	-9%	-6
COc1ccc(C(=O)N/N=C2\CCS(=O)(=O)c3ccc(F)cc32)cc1OC
 : 1%	3%	-11%	-3%	-4%	-0.4	8%	3
O=C(NCc1ccccn1)C1CCN(S(=O)(=O)N2CCCCC2)CC1
 : 6%	-5%	-14%	-4%	-3%	-10	-5%	nt
CCOC(=O)C1CCN(c2cc(=O)n(-c3ccc(OC)cc3)c(=O)[nH]2)CC1
 : -2%	3%	1%	-12%	1%	0.7	-14%	-1
Cc1cccc(C(=O)NC(C(=O)Nc2cccc(S(=O)(=O)N3CCCC3)c2)C(C)C)c1 (stereo not given)
 : 17%	-7%	-9%	3%	2%	-2.3	0%	4
CC(C(=O)N1CCCC1)N1CCN(S(=O)(=O)c2ccccc2)CC1 (stereo not given)
 : -1%	9%	-4%	12%	-1%	-1.3	-14%	-7
COC(=O)c1ccccc1NC1=C/C(=N\S(=O)(=O)c2cccs2)c2ccccc2C1=O
 : -1%&15%	-25%&-19%	19µM*	3%&-5%	1%	-1.1&0.6	-1%&9%	?
O=C(NCCS(=O)(=O)N1CCN(c2ccccc2)CC1)c1cccs1
 : 3%	-8%	-7%	-32%	1%	2.5	-16%	1
CN(C)S(=O)(=O)c1ccc(N2CCCC2)c(C(=O)NNC(=O)c2ccccc2)c1
 : -4%	6%	-7%	9%	-3%	-1.1	-25%	0
N#Cc1ccsc1NC(=O)CN1CCCCCC1
 : -1%	2%	-25%	10%	-7%	-1.1	9%	-4
CC(=O)N1CCN(c2ccccc2NC(=O)c2ccco2)CC1
 : 1%	-4%	-4%	-11%	-21%	0.2	4%	0
CCCCCOc1ccc(/C=c2\sc3nc(=O)c(-c4ccccc4)nn3c2=O)cc1OC
 : -2%	-22%	0%	-10%	-5%	-7.6	-2%	3
Cc1ccc(-c2csc3n[nH]c(=S)n23)cc1
 : 0%	-26%	-29%	-4%	-2%	-0.8	-9%	-95*
Cn1cccc1CC(=O)N/N=C/c1ccc([N+](=O)[O-])cc1
 : -1%	-16%	-4%	-11%	-1%	-10	-14%	-2
O=C(CCc1ccc(O)cc1)c1c(O)cc(O)cc1O[C@@H]1O[C@H](CO)[C@@H](O)[C@H](O)[C@H]1O
 : -12%	0%	9%	17%	0%	0.4	3%	1
Cc1ccc(NC(=O)C2(c3ccccc3)CC2(Cl)Cl)cc1C (stereo not given)
 : 3%	?	-14%	0%	1%	-2.5	-15%	-1
CCCS(=O)(=O)N1CCC(C(=O)N2CCN(C(=O)OCC)CC2)CC1
 : 1%	0%	2%	-5%	3%	2.1	5%	-7
O=C(OCC(=O)N1N=C(c2ccc(Cl)cc2)CC1c1ccco1)c1cccnc1 (stereo not given)
 : -12%	?	-30%	-25%	-1%	2.2	?	-71*
O=C1CCCCC1C1(O)C(=O)Nc2ccccc21 (stereo not given)
 : -2%	-4%	-6%	-2%	nt	-0.6	3%	-13
Cc1nc(CSc2nc3[nH]ncc3c(=O)n2-c2ccccc2)cs1
 : -9%	7%	0%	14%	2%	-1.5	4%	5
Cc1ccc([N+](=O)[O-])cc1N/C=C/C(=O)c1ccco1
 : -2%	-18%	-1%	2%	1%	0.0	15%	nt
Nc1cc(=O)[nH]c(SCC(=O)c2ccc(O)cc2O)n1
 : 10%	-8%	-9%	6%	4%	-2.0	4%	-15
CC(=O)Nc1cc2c3ccccc3n(C)c2cc1[N+](=O)[O-]
 : -1%	-8%	-9%	11%	nt	-1.8	-11%	0
CC12CCC(=O)C=C1CCC1C3CC(O)C(O)(C(=O)CO)C3(C)CC(O)C12F (stereo not given)
 : 4%	-4%	-3%	3%	nt	-1.4	4%	-1
CSc1nncc(-c2ccccc2)n1
 : -7%	0%	6%	1%	-2%	-3.9	12%	1

Structures listed above marked active in PLK1 PBD inh:
Order of values: EPAC1 agonist	WRN inhibitor	PLK1 PBD inh	EPAC2 antag	MmCpn inh	CCT modulator	EPAC1 antagonist	PI5P4K alpha inh
COC(=O)c1ccccc1NC1=C/C(=N\S(=O)(=O)c2cccs2)c2ccccc2C1=O
 : -1%&15%	-25%&-19%	19µM*	3%&-5%	1%	-1.1&0.6	-1%&9%	?

Additional records follow:
Order of values: EPAC1 agonist	WRN inhibitor	PLK1 PBD inh	EPAC2 antag	MmCpn inh	CCT modulator	EPAC1 antagonist	PI5P4K alpha inh
CC(NC(=O)COc1ccccc1)C(c1cccs1)N1CCCC1 (stereo not given)
 : 5%	-9%	-10%	-2%	-5%	-1.1	14%	8
Cc1ccc(NS(=O)(=O)c2cc([N+](=O)[O-])ccc2NNC(=S)Nc2cc(C)ccc2C)c(C)c1
 : 14%	-23%	?	-4%	1%	-0.1	-13%	-20
CCc1ccc(NC(=O)c2cnn3c(C(F)F)cc(C)nc23)cc1
 : -3%	-3%	-9%	-14%	-1%	-5.6	8%	2
O=C(CC(=O)NCc1ccccc1)NCc1ccccc1
 : 9%	-2%	4%	-1%	2%	1.5	7%	8
COc1ccc(-c2cnc3ncnn3c2N)cc1
 : 7%	-22%[57.1 µM]	-3%	3%	-1%	3.2	-16%	1
Cc1ccc(-c2nnc3c4ccccc4c(C)nn23)cc1S(=O)(=O)N1CCN(C)CC1
 : -7%	0%	-3%	-4%	nt	-0.6	9%	nt
O=C(Cc1ccc2c(c1)OCCO2)N1CCN(c2ccccc2)CC1
 : -5%	-3%	-25%	16%	0%	0.4	-12%	1
Cc1ccccc1-c1nc(CS(=O)CC(=O)NCc2ccc3c(c2)OCO3)c(C)o1 (stereo not given)
 : -22%	2%	-24%	1%	1%	-0.5	-10%	0
COc1ccc(-c2cc(C(=O)N3CCOCC3)c3ccccc3n2)cc1OC
 : -26%	-9%	-8%	15%	-1%	-0.1	4%	4
COc1ccc(-c2ccc(N3C(c4cc(OC)cc(OC)c4)=Cc4ccc(OC)cc4C3CC(C)=O)cc2)cc1 (stereo not given)
 : -2%	-1%	-1%	6%	nt	0.2	-4%	1
CC(=O)OCCCN1C(=O)c2ccc(Br)cc2C1=O
 : 14%	-1%	0%	-1%	-3%	-0.3	-9%	nt
COc1ccc(CNC(=O)c2cc3ccccc3o2)cc1OC
 : -2%	10%	-13%	26%	3%	2.4	29%	5
O=C1c2ccccc2S(=O)(=O)N1Cc1cccc(S(=O)(=O)N2CCOCC2)c1
 : 2%	3%	-3%	-1%	-1%	1.7	-3%	7
CCOC(=O)C1CCN(C(=O)C(=O)N2CCC(C(=O)OCC)CC2)CC1
 : -5%	2%	-2%	7%	-1%	-1.8	18%	nt
CC(=NCc1ccco1)C1=C(O)c2ccccc2C1=O
 : -1%	1%[57.1 µM]	-10%	7%	-1%	-0.2	9%	nt
CCC(C(=O)Nc1ccccc1Cl)n1nc(C)c2c(C)n(-c3ccccc3)nc2c1=O (stereo not given)
 : -4%	-5%	21µM*	-6%	1%	0.6	-5%	-10
O=C(CSC1=NCCN1)Nc1cccc([N+](=O)[O-])c1
 : 7%	-17%	?	0%	-3%	-1.5	-22%	-12
O=C(Nc1cccc(F)c1)NC1(C(=O)N2CCOCC2)CCCCC1
 : 7%	3%	-12%	1%	-4%	-2.8	-20%	-7
O=C(c1[nH]c(C(F)(F)F)nc1-c1ccccc1)N1CCN(Cc2c(F)cccc2Cl)CC1
 : 0%	-2%	-11%	-4%	nt	-0.1	2%	-3

This is a subset, so the mix of outcomes need not match the whole.
